Bioassay records: PubChem, National Center for Advancing Translational Sciences (NCATS)
SNCA expr inhib = SNCA gene expression inhibition. HEK-293 SNCA-luciferase knock-in, luminescence, 24 h. Potency, µM (highest dose often 57.2 µM), without a hit: at the top dose activity change, negative = inhibition, hits mostly inhibitors. 0.17% of 140,000 active;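 further: potency means the concentration at half of the fitted maximal effect; plate controls were DMSO cells for no effect and cell-free wells for full effect; nearly all actives have a fitted effect of over 45% in size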
Luciferase inh = blocks purified firefly luciferase enzyme activity; 2.5% of 76,000 active; AID 1347043; purified P. pyralis luciferase, luminescence, biochemical; P08659; Potency, µM (doses to about 115 µM), for the others: top-dose activity change, negative = inhibition, actives largely listed as inhibitors; further: potency means the concentration at half of the fitted maximal effect; nearly all actives have a fitted effect of over 65% in size
Target sequence (P08659 whole entry, looked up): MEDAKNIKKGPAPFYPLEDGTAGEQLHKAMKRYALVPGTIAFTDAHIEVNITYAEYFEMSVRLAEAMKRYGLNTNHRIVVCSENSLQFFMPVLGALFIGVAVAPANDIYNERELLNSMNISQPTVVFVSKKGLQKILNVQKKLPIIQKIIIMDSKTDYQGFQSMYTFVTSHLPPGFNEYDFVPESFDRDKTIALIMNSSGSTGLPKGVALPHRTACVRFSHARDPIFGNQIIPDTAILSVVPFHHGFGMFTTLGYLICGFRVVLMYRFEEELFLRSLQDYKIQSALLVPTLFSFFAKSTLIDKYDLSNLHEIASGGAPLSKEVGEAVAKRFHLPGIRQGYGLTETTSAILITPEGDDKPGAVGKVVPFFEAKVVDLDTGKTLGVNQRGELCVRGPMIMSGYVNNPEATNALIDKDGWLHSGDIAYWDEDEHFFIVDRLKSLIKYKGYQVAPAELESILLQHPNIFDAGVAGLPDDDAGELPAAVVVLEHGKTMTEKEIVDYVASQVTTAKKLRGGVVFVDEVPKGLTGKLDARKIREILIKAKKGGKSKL
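Purified P. pyralis luciferase (10nM final) in 50mM Tris acetate pH 7.5, 10mM Mg acetate, 0.01% Tween-20, 0.05% BSA with 10uM D-luciferin and 10uM ATP. Compounds titrated qHTS. Luminescence imaged on CCD.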
GPT2 inh = blocks human glutamate pyruvate transaminase 2; Recombinant GPT2, coupled pyruvate oxidase/HRP Amplex Red fluorescence; Potency, µM (series often up to 57.7 µM), for the others: top-dose activity change, negative = inhibition, actives largely listed as inhibitors; 0.25% of 100,000 active; AID 1671188; further: potency means the concentration at half of the fitted maximal effect; nearly all actives have a fitted effect of over 60% in size; many of its hits are not listed in these tables
Target sequence (Q8TD30 whole entry, looked up): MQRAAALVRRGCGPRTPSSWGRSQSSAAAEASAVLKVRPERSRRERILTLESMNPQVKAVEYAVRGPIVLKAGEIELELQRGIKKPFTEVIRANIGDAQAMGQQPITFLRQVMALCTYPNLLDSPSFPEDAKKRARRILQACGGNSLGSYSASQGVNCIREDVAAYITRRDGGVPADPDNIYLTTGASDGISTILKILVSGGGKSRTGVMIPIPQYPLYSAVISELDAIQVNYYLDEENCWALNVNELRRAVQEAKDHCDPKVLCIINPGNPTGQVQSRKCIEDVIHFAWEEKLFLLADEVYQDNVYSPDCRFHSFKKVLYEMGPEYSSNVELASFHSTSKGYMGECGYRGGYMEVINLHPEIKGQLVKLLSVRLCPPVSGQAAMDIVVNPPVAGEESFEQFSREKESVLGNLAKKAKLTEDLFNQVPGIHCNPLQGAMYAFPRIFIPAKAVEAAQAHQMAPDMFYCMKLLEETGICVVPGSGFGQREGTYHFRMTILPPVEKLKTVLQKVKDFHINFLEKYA
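Recombinant GPT2 (10ng/uL) with 250uM a-KG and 2mM L-alanine, 30 min at room temperature, in HEPES pH 7.5 buffer. Pyruvate detected by pyruvate oxidase/HRP/Amplex Red fluorescence after 30 min in the dark; AOA (50uM) as positive control.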
3T3 cytotox = kills NIH 3T3 cells; Potency, µM (doses to about 96.7 µM), for inactives: top-dose activity change, negative = cytotoxicity, usual class: inhibitors; AID 1345082; NIH 3T3 viability, CellTiter-Glo ATP luminescence, 48-72 h; 4.3% of 94,000 active; further: potency means the concentration at half of the fitted maximal effect; nearly all actives have a fitted effect of over 55% in size
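Luminescent ATP readout (CellTiter-Glo, 10 min RT) after 48 or 72 hr compound exposure of NIH 3T3 cells seeded at 400 cells/well in 1536-well format; quantitative HTS.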
HEK293 viab = reduces viability of HEK-293 SNCA reporter cells; HEK-293-SNCA-luc viability, GF-AFC fluorescence, 24 h; 0.12% of 150,000 active; Potency, µM (series often up to 57.1 µM), inactives show at the top dose activity change, negative = cytotoxicity, actives largely listed as cytotoxic;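 further: potency means the concentration at half of the fitted maximal effect; 0% = DMSO-treated cells and -100% = medium-only wells without cells; nearly all actives have a fitted effect of over 30% in size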
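HEK-293-SNCA-luc cells (1500/well) plated 24 h, then exposed 24 h to a dilution series; GF-AFC added 30 min at 37C, fluorescence 405/540 nm; normalised to medium-only and DMSO wells, Hill fit.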
IP6K1 inhibitor = IP6K1 kinase inhibition; AID 1645851; IP6K1 kinase, ADP-Glo luminescence, 2 h; active compounds read low; Q92551; activity change, % (series mostly up to about 58 µM); 0.81% of 140,000 active; in the data active means activity change below about -25%
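ADP-Glo luminescence measures ADP made by human IP6K1 during a 2 h RT reaction with ATP/IP6 (mix at 1.3 mM/130 uM); top library doses 57.5 and 19.1 uM final.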
HEK cytotox = cytotoxic compounds in HEK 293 cells. HEK 293 viability, ATP luminescence (CellTiter-Glo), 48-72 h. Potency, µM (titrated, usually from 115 µM), for inactives: top-dose activity change, negative = cytotoxicity, actives largely listed as inhibitors. 6.6% of 94,000 active; further: potency means the concentration at half of the fitted maximal effect; nearly all actives have a fitted effect of over 60% in size
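Read-out: CellTiter-Glo ATP luminescence. Cells: HEK 293, 250 cells/well. Exposure: 48 or 72 hr, 37 degree Celsius.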
Active calls of the source: *; i = inactive; ? = inconclusive; . = no result given; [ ] = remark or other dose. Unless noted, the call rests on the fitted dose curve; in most records, active means well fitted curve in the direction sought with a large enough effect; inconclusive means small, poorly fitted or top-dose-only effect, or another doubt; inactive means no such curve, though single readings can be large; an effect the other way counts as inactive or inconclusive. Unless noted, on the % scale 0 is the no-effect control and ±100 the full control effect.

1) O=C(NCc1ccccn1)c1ccc(CN2C(=O)NC3(CCS(=O)(=O)CC3)C2=O)cc1
2) C#CCNC(=O)[C@@H]1Cc2cn(CC#CC)c3cccc(c23)[C@H](CC(C)C)N1
3) Cc1nonc1CC(=O)N1CCc2onc(-c3ccc(F)c(F)c3)c2C1
4) CCOc1ccc(NC(=O)NCC2CCOCC2)cc1
5) CSc1ccc(-c2cccc(CN3CCC(NC(=O)c4ccc(F)cc4)CC3)c2)cc1
6) COc1ccc(NC(=O)O[C@@H]2CO[C@H]3[C@@H]2OC[C@@H]3NC(=S)Nc2ccc(Cl)cc2)cc1
compound no.,1,2,3,4,5,6
3T3 cytotox,1%,?,-28%,-19%,-15%,?
Luciferase inh,4%,10%[172 µM],?,-5%,.,-13%
HEK cytotox,?,?,-17%,-21%,-8%,45µM*
SNCA expr inhib,-2%,-17%[87.6 µM],14%,4%,.,8%
IP6K1 inhibitor,0,-9,13,4,-12,2
GPT2 inh,i,-11%[88.5 µM],i,-6%,.,2%
HEK293 viab,3%,0%[87.6 µM],0%,4%,.,-9%

7) CC(=O)c1c(C)nn(CC(=O)N2CCn3nc(Cc4ccccc4)cc3C2)c1C
8) NC(=O)c1nc(CN2CCCC(C(=O)Nc3cccc(-n4cccn4)c3)C2)no1 (stereo not given)
9) COc1ccc(C(=O)Nc2cccc(-c3cn4ccsc4n3)c2)c(OC)c1
10) Cc1noc(C)c1[S+](=O)([O-])N1CCCN(c2ccc3nnc(-c4ccccc4)n3n2)CC1
11) COc1ccc(-n2nc(C(=O)Nc3ccc(C)cn3)c3c4ccccc4n(C)c3c2=O)cc1
12) CCOC(=O)c1ccc(OCC2c3cc(OC)c(OC)cc3CCN2C(=O)c2ccc(S(=O)(=O)N3CCCC3)cc2)cc1 (stereo not given)
compound no.,7,8,9,10,11,12
3T3 cytotox,-34%,-25%,.,-30%,.,.
Luciferase inh,10%,-13%,.,.,.,.
HEK cytotox,?,1%,.,79µM*,.,.
SNCA expr inhib,?,-13%,?,.,-12%,-15%
IP6K1 inhibitor,8,-9,8,-9,1,2
GPT2 inh,1%[11.5 µM],i,.,.,.,.
HEK293 viab,-9%,-3%,-22%,.,8%,7%

13) CC1CCC2(CC1)OCC(C(=O)NCc1ccco1)N2C(=O)c1ccccc1F (stereo not given)
14) O=C(NCCn1ccnc1)c1cn(Cc2ccccc2C(F)(F)F)nn1
15) Cc1c(CNC(C)c2ccccc2)c(C(=O)O)c(C)n1Cc1c(F)cccc1Cl (stereo not given)
16) Cc1occc1C(=O)NC1CCc2nn(CC3CC3)c(=O)n2CC1 (stereo not given)
17) Cn1nc(-c2nncn2CC2CC2)c2c1CCN(C(=O)c1cn[nH]c1-c1ccccc1)C2
18) COc1ccc(-c2cccc(C(=O)N3CCC(NC(=O)c4ccccc4F)CC3)c2)nn1
compound no.,13,14,15,16,17,18
3T3 cytotox,-10%,i,.,-3%,i,-4%
Luciferase inh,-3%,-8%,.,5%,?,.
HEK cytotox,?,-1%,.,i,i,-2%
SNCA expr inhib,?,7%,3%,-5%,-22%,.
IP6K1 inhibitor,-8,1,0,-6,-7,-11
GPT2 inh,i,2%,.,i,-1%,.
HEK293 viab,0%,24%,-11%,13%,7%,.

Compound profiles, from the list above.
Results for COc1ccc(-c2cccc(C(=O)N3CCC(NC(=O)c4ccccc4F)CC3)c2)nn1 → 3T3 cytotox: -4%; Luciferase inh: .; HEK cytotox: -2%; SNCA expr inhib: .; IP6K1 inhibitor: -11; GPT2 inh: .; HEK293 viab: .
Results for Cn1nc(-c2nncn2CC2CC2)c2c1CCN(C(=O)c1cn[nH]c1-c1ccccc1)C2 → 3T3 cytotox: i; Luciferase inh: ?; HEK cytotox: i; SNCA expr inhib: -22%; IP6K1 inhibitor: -7; GPT2 inh: -1%; HEK293 viab: 7%

(cont.)
19) COc1ccc(S(=O)(=O)c2c(Nc3ccc(F)cc3)sc(C(=O)c3ccc4c(c3)OCO4)c2N)cc1
20) CCCCCCCCCCCCCCCCC(C(=O)O)C(O)(CC(=O)O)C(=O)O (stereo not given)
21) CC(=O)Nc1ccc2c(c1)nc1n2[C@@H](CNC2CCN(C)CC2)COC1
22) O=C(NCc1cccc(F)c1)C1CN(Cc2ccccc2)C(=O)N1 (stereo not given)
23) O=C(CN1C(=O)C2(SCC(=O)N2c2ccc(F)cc2)c2ccccc21)NC1CCCCC1 (stereo not given)
24) Cc1ccc(-n2c(=O)c3ccc(C(=O)NCc4ccco4)cc3n(CC(=O)Nc3ccc(C)c(F)c3)c2=O)cc1
compound no.,19,20,21,22,23,24
3T3 cytotox,.,.,3%[138 µM],-12%[138 µM],.,.
Luciferase inh,.,.,-3%[172 µM],8%[172 µM],.,.
HEK cytotox,.,.,1%[172 µM],3%[172 µM],.,.
SNCA expr inhib,21%,31%[25.6 µM],-3%[87.6 µM],19%[87.6 µM],1%,20%
IP6K1 inhibitor,-2,-78*,-11,-17,9,-11
GPT2 inh,.,?,-9%[88.5 µM],i,.,.
HEK293 viab,12%,-8%[23.9 µM],1%[87.6 µM],3%[87.6 µM],-13%,-8%

25) O=C(CN1C(=O)C(Oc2ccc(F)cc2)C12CCCCC2)NCCc1ccccn1 (stereo not given)
26) O=C(CCCc1cccs1)N1CCCC(O)(CN2CCCC2)C1 (stereo not given)
27) Cc1cc(NC(=O)CCn2ccn3nc4c(c3c2=O)CCCC4)ccc1F
28) Cc1nonc1CN(C)C(=O)CC(c1ccccc1)c1cccc(Cl)c1 (stereo not given)
29) C/C=C(\C)C(=O)OC[C@H]1O[C@H](O[C@H]2O[C@H](CO)[C@@H](O)[C@H](O)[C@H]2O[C@@H]2O[C@H](CO)[C@@H](O)[C@H](O)[C@H]2O)[C@H](O[C@@H]2O[C@H](CO)[C@@H](O)[C@H](O)[C@H]2O)[C@@H](O)[C@@H]1O
30) CC(C)c1ccc(NC(=O)C2CCCCC(=O)N2)cc1 (stereo not given)
compound no.,25,26,27,28,29,30
3T3 cytotox,-19%,-13%,-15%,?,.,4%
Luciferase inh,.,0%,-12%,-5%,.,?
HEK cytotox,-7%,-7%,?,?,.,-6%
SNCA expr inhib,6%,1%,-20%,3%,.,82%[activator]
IP6K1 inhibitor,-12,5,2,30,-3,10
GPT2 inh,i,1%,i,i,?,2%
HEK293 viab,8%,-27%,-18%,-9%,-3%[23.9 µM],0%

31) Cc1ccc(OCC(=O)Nc2ccc3nc(SCC(=O)N(C)c4ccccc4)sc3c2)cc1
32) CCOc1ccc2c(n1)CCN(C(=O)Nc1ccc(C)c(C)c1)C2
33) COc1ccc(CNC(=O)c2cnn(-c3ccc(OC)cc3)c2C2CCN(C(=O)OC(C)(C)C)CC2)cc1
34) O=C(c1nccc2ccccc12)N1CCC2(CC1)CC(Cc1nc(C3CC3)no1)CCO2 (stereo not given)
35) CCOc1ccc(CC(=O)N2CCN(c3cc(-c4ccc(OC)cc4)[nH]n3)CC2)cc1
36) CN[C@@H]1[C@@H](O)[C@@H](O[C@@H]2[C@@H](O)[C@H](O[C@H]3O[C@@H]([C@@H](C)NC)CC[C@H]3N)[C@@H](N)C[C@H]2N)OC[C@]1(C)O
compound no.,31,32,33,34,35,36
3T3 cytotox,.,?,.,?,?,.
Luciferase inh,.,28µM*,.,-7%,-7%,.
HEK cytotox,.,?,.,?,?,.
SNCA expr inhib,18%,161%[activator],?,-5%,0%,.
IP6K1 inhibitor,3,10,17,-8,5,1
GPT2 inh,.,i,.,-10%,i,i
HEK293 viab,13%,7%[12.5 µM],-26%,-18%,-12%,-2%

37) CCOc1ccc(NC(=O)c2cnc3ccccn3c2=O)cc1
38) Cc1ccc(C(=O)NCCc2ccc(S(N)(=O)=O)cc2)cc1-n1cnc2cccnc21
39) CNC(=O)C(C)Cn1ccnc1-c1cccc(CN(C)C)c1 (stereo not given)
40) COc1ccc(-c2ccc3c(N4CCOCC4)nc(N4C[C@@H](C)O[C@@H](C)C4)nc3n2)cc1CO
41) O=C(O)CCC(=O)N[C@H]1CO[C@H]2[C@@H]1OC[C@@H]2Nc1nccc(-c2cccc(F)c2)n1
42) O=C(CN1CCN(c2ccc(Cl)cc2)CC1)Nc1ccc(Cl)c(C(F)(F)F)c1
compound no.,37,38,39,40,41,42
3T3 cytotox,.,.,4%,.,i,.
Luciferase inh,.,.,6%,.,2%[172 µM],.
HEK cytotox,.,.,i,.,2%[172 µM],.
SNCA expr inhib,55%[activator],3%,46%[activator],?,11%[87.6 µM],-37%
IP6K1 inhibitor,11,15,39,.,-3,-13
GPT2 inh,.,.,3%,-2%,-2%[88.5 µM],.
HEK293 viab,11%,8%,-3%,-26%,1%[87.6 µM],0%

Single entries from above:
Entry for CCOc1ccc(NC(=O)c2cnc3ccccn3c2=O)cc1 in HEK293 viab: 11%
Entry for COc1ccc(-c2ccc3c(N4CCOCC4)nc(N4C[C@@H](C)O[C@@H](C)C4)nc3n2)cc1CO in GPT2 inh: -2%
Entry for CNC(=O)C(C)Cn1ccnc1-c1cccc(CN(C)C)c1 (stereo not given) in GPT2 inh: 3%
Entry for O=C(CN1CCN(c2ccc(Cl)cc2)CC1)Nc1ccc(Cl)c(C(F)(F)F)c1 in SNCA expr inhib: -37%

(cont.)
43) CC1CCCN(Cc2nc3c(c(=O)n(C)c(=O)n3C)n2Cc2ccc(Cl)cc2)C1 (stereo not given)
44) O=C(c1csc(-c2cccs2)n1)N1CCC2(CCCO2)CC1
45) COc1ccccc1-c1cc(Nc2cccc(CS(N)(=O)=O)c2)ncn1
46) CC(C)CCn1c(=O)c2sccc2n2c(CCCC(=O)NCc3ccc(F)cc3)nnc12
47) O=C(CCc1cnccn1)N1CCOC(CCCc2ccccc2)C1 (stereo not given)
48) CC1=C2C3OC(=O)C(C)C3(O)CCC2(C)CCC1=O (stereo not given)
compound no.,43,44,45,46,47,48
3T3 cytotox,.,?,.,.,-9%,.
Luciferase inh,.,35µM*,.,.,-12%,.
HEK cytotox,.,?,.,.,-7%,.
SNCA expr inhib,20%,42%[activator],.,-5%,?,.
IP6K1 inhibitor,11,-2,-4,28,-4,2
GPT2 inh,.,i,?,.,i,i
HEK293 viab,0%,-13%,?,-14%,2%,10%

49) CNC(=O)[C@H]1C[C@]2(CCCCN(CCO)C2=O)N(C(=O)Cc2ccc(OC)cc2)[C@H]1c1ccco1
50) O=C(Nc1nnc(S(=O)(=O)N2CCCC2)s1)c1ccccc1Cl
51) COCCN1CCC(N2CCN(S(=O)(=O)c3ccc(F)c(F)c3)CC2)C1=O (stereo not given)
52) CC(C)NC(=O)Cn1nc2c(cc1=O)CCCC2
compound no.,49,50,51,52
3T3 cytotox,?,.,-9%,4%
Luciferase inh,.,.,1%,-3%
HEK cytotox,-14%,.,-16%,-6%
SNCA expr inhib,.,0%,-26%,-16%
IP6K1 inhibitor,-6,10,0,17
GPT2 inh,.,.,i,i
HEK293 viab,.,16%,-4%,8%

Not all compounds are listed (hit frequency here may not be typical).
